bovine MsrA act: activators of bovine methionine sulfoxide reductase A | purified bovine MsrA, absorbance read-out | activation, % at 10.6 µM | actives 0.3% (n = 360,000) | AID 602163; in the data active = activation above about 7.5%;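 note: 0% = vehicle and 100% = reference activator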
NRP1-CendR mod: modulators of CendR peptide binding to human neuropilin-1. inhibition, % at 25 µM. FAM-RPARPAR peptide binding to NRP-1, fluorescence polarization. actives 0.85% (n = 360,000). O14786. AID 602438;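 active = inhibition or corrected inhibition above about 18%, plus a signal ratio from 0.5 to 1.5, limit read from the data, passing the limit was not always enough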; note: strong numbers were not always called active
MT1-MMP act inh: blocks activation of human MT1-MMP; HT1080 RFP-PRO-GFP cells, GFP/RFP ratio fluorescence, overnight; percent of plate control window, DMSO zero; GFP/RFP ratio change, % at 20 µM; actives 0.061% (n = 360,000); AID 651647;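 active = GFP/RFP ratio change of at least 30% with cell ATP level not reduced by more than half and red fluorescence within 50% of control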; note: strong numbers were not always called active
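Read-out: GFP/RFP fluorescence ratio; Test system: RFP-PRO-GFP reporter HT1080 cells; Compound dosing: single-point 20 µM compound, 1% DMSO; Times: overnight compound exposure at 37 °C.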
MLLE-PAM2 inh: inhibitors of microRNA-mediated deadenylation, human PABP1 MLLE binding; P11940; GST-MLLE / FITC-PAM2 fluorescence polarization; inhibition, % at 20 µM; AID 588489; actives 0.36% (n = 360,000); in the data active = inhibition above about 35%, passing the limit was not always enough;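 note: plate controls were DMSO wells with GST-MLLE for no effect and wells lacking GST-MLLE protein for full effect; some results filed as inactive read as strong as hits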
eLon inh: inhibits E. coli Lon protease | purified E. coli Lon protease, fluorescence polarization | actives 0.42% (n = 360,000) | inhibition, % at 7.94 µM | AID 602123; in the data active = inhibition above about 13%, passing the limit was not always enough;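 note: 0% = enzyme with probe and DMSO and 100% = no enzyme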
Target sequence (P0A9M0 whole entry, looked up): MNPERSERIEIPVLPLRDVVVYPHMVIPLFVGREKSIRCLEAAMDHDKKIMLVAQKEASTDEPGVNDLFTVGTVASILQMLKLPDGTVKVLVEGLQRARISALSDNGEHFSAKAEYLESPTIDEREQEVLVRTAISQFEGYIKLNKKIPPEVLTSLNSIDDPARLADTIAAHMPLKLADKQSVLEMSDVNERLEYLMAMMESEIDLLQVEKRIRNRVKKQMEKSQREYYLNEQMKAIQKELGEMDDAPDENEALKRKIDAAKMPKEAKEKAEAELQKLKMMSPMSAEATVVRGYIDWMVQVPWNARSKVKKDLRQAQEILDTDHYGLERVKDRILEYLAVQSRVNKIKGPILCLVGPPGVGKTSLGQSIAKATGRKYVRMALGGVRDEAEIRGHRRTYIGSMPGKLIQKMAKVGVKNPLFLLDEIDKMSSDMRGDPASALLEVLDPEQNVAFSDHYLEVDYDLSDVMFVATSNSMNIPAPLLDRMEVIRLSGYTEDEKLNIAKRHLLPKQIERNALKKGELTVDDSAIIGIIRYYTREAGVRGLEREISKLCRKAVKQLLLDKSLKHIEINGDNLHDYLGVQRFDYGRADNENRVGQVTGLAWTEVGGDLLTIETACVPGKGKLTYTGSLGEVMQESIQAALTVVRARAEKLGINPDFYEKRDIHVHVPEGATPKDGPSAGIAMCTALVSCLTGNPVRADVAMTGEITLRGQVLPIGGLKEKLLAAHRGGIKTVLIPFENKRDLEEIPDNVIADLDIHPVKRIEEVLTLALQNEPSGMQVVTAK
Tb MetRS inh: blocks T. brucei methionyl-tRNA synthetase activity; actives 0.4% (n = 360,000); purified T. brucei MetRS, ATP depletion, Kinase-Glo luminescence; inhibition, % at 11.9 µM;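 active = inhibition above a per-plate cutoff of the control wells' mean inhibition plus 3 SD, cut at about 5.5% in these data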;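 note: 0% = DMSO wells median and 100% = median of wells with control inhibitor compound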
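Material: T. brucei methionyl-tRNA synthetase, purified; reagent: substrates ATP, L-methionine and bulk Escherichia coli tRNA; dosing: 11.9 µM single point; timing: 15 min plus 2 h at 25 °C; detection: luminescence of leftover ATP; evaluation: % inhibition; control set: DMSO-only wells as low control; replicates: singlicate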
MsrA inhibitor: bovine MsrA inhibition. actives 0.75% (n = 360,000). purified bovine MsrA, absorbance read-out. inhibition, % at 15.5 µM. AID 651718; in the data active = inhibition above about 4.5%;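 note: 0% = vehicle wells with enzyme and 100% = reference inhibitor wells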
FAS-TE inh: FAS thioesterase (human) inhibition | actives 0.67% (n = 360,000) | recombinant FAS-TE, OMFH fluorogenic substrate, fluorescence endpoint | P49327 | inhibition, % at 15 µM | AID 602261;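 active = compounds whose normalised, plate-corrected inhibition of enzyme fluorescence in the single-dose primary screen is 50% or more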;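 note: 0% = DMSO with enzyme and 100% = substrate without enzyme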
SKN-1 block: C. elegans SKN-1 inhibition. actives 0.49% (n = 360,000). inhibition, % at 21.8 µM. C. elegans VP596 Pgst-4::GFP/RFP ratio, acrylamide-induced, 24 h;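 active = interference check ratio from 0.5 to 1.5 plus GFP to RFP signal ratio inhibition reaching or exceeding a fixed threshold, cut at about 30% in these data, passing the limit was not always enough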; note: some compounds called inactive have numbers as strong as hits
The depositor's hits bear a star.

The first 11 entries, to show the layout:
Every second line gives: bovine MsrA act	NRP1-CendR mod	MT1-MMP act inh	MLLE-PAM2 inh	eLon inh	Tb MetRS inh	MsrA inhibitor	FAS-TE inh	SKN-1 block
O=[N+]([O-])c1ccc2[nH]c3c(c2c1)CCCC3O (stereo not given)
    -4	-1	-2	-3	-3	-0.3	3.3	-4	4
O=c1[nH]nc(-c2ccccc2)c2ccccc12
    -3	-8	1	-8	1	0.4	0.1	-5	10
Cc1ccc(CNS(=O)(=O)c2ccc(CN3C(=O)c4cccnc4C3=O)s2)o1
    -4	8	1	3	-13	-0.2	0.3	-2	2
COc1cccc(NC(=O)CN(C)C(=O)CSc2ccc3c(c2)OCCO3)c1
    -12	17	7	25	-11	-0.5	-0.5	-1	-10
O=C(Nc1ccc(Br)cc1F)c1ccncc1
    0	-11	1	4	-1	-0.2	-1.0	-6	7
O=C(NCc1ccc(C(F)(F)F)cc1)C1CC(c2cccc(F)c2)=NO1 (stereo not given)
    1	13	1	1	-1	-0.3	-1.1	1	1
CN(C)CCN1C(=O)c2oc3ccccc3c(=O)c2C1c1cccc(Br)c1 (stereo not given)
    0	1	-1	0	-4	0.1	-0.7	-1	14
Cc1ccc(NC(=S)Nc2ccc3[nH]c(=O)[nH]c3c2)cc1
    -1	5	0	18	7	-0.2	-0.9	-3	5
COc1cc(S(=O)(=O)N2CCOCC2)ccc1NC(=O)COC(=O)c1ccccn1
    -4	-6	2	-3	-7	-1.4	-0.8	-6	-10
S=c1[nH]nc(-c2ccccc2)n1/N=C/c1cccc(Cl)c1
    2	2	0	-43	3	0.1	1.8	14	5
CC(=O)c1cccc(NC(=O)c2cccc(S(=O)(=O)N3CCOCC3)c2)c1
    1	1	2	2	3	-0.3	-0.5	-6	1

Main list, repeating the preview:
Every second line gives: bovine MsrA act	NRP1-CendR mod	MT1-MMP act inh	MLLE-PAM2 inh	eLon inh	Tb MetRS inh	MsrA inhibitor	FAS-TE inh	SKN-1 block
O=[N+]([O-])c1ccc2[nH]c3c(c2c1)CCCC3O (stereo not given)
    -4	-1	-2	-3	-3	-0.3	3.3	-4	4
O=c1[nH]nc(-c2ccccc2)c2ccccc12
    -3	-8	1	-8	1	0.4	0.1	-5	10
Cc1ccc(CNS(=O)(=O)c2ccc(CN3C(=O)c4cccnc4C3=O)s2)o1
    -4	8	1	3	-13	-0.2	0.3	-2	2
COc1cccc(NC(=O)CN(C)C(=O)CSc2ccc3c(c2)OCCO3)c1
    -12	17	7	25	-11	-0.5	-0.5	-1	-10
O=C(Nc1ccc(Br)cc1F)c1ccncc1
    0	-11	1	4	-1	-0.2	-1.0	-6	7
O=C(NCc1ccc(C(F)(F)F)cc1)C1CC(c2cccc(F)c2)=NO1 (stereo not given)
    1	13	1	1	-1	-0.3	-1.1	1	1
CN(C)CCN1C(=O)c2oc3ccccc3c(=O)c2C1c1cccc(Br)c1 (stereo not given)
    0	1	-1	0	-4	0.1	-0.7	-1	14
Cc1ccc(NC(=S)Nc2ccc3[nH]c(=O)[nH]c3c2)cc1
    -1	5	0	18	7	-0.2	-0.9	-3	5
COc1cc(S(=O)(=O)N2CCOCC2)ccc1NC(=O)COC(=O)c1ccccn1
    -4	-6	2	-3	-7	-1.4	-0.8	-6	-10
S=c1[nH]nc(-c2ccccc2)n1/N=C/c1cccc(Cl)c1
    2	2	0	-43	3	0.1	1.8	14	5
CC(=O)c1cccc(NC(=O)c2cccc(S(=O)(=O)N3CCOCC3)c2)c1
    1	1	2	2	3	-0.3	-0.5	-6	1
CC(C)OC(=O)c1nn2c(C(F)(F)F)cc(-c3ccco3)nc2c1Cl
    2	-69	2	-66	-7	-0.7	0.3	-8	4
CCOC(=O)N1CCN(S(=O)(=O)c2c(C)nn(C)c2C)CC1
    -2	2	-4	0	-3	-1.6	1.5	-4	-15
COc1ccc(C2C3=C(CCCC3=O)Nc3nc(-c4cc(OC)c(OC)c(OC)c4)nn32)cc1OC (stereo not given)
    -5	-2	11	-8	4	-0.7	1.3	-2	6
CC1(C)C2CCC(C2)C1(C)NC(=O)CN1CCCC1 (stereo not given)
    -2	2	0	-9	-16	-0.5	0.8	-3	-8
CCOc1cc(N2CCOCC2)c(OCC)cc1NC(=O)CSc1ncn[nH]1
    -15	13	5	-5	-6	0.8	0.0	-6	-17
Cc1nc(N/N=C\c2ccc3c(c2)OCO3)sc1C
    -3	0	3	-84	-8	0.1	0.9	3	12
CC1CCCN(S(=O)(=O)c2ccc(S(=O)(=O)N3CCCC3)cc2)C1 (stereo not given)
    -1	3	2	14	2	-0.1	-1.1	-5	-3
CC(C)c1cc(=O)n2[nH]c(SCc3ccccc3)nc2n1
    1	1	-1	5	-5	0.6	-0.6	-5	-12
COc1cc(C=C2Cc3ccccc3C2=O)cc(OC)c1OC
    -6	9	6	-3	0	-0.5	1.9	0	11
COCCCNC(=O)CNC(=O)c1nn(-c2ccc(OC)cc2)c(=O)c2ccccc12
    -1	4	-3	14	-2	0.8	-0.2	-7	22
CCCCN(C=O)c1c(CC)nc2ccc(C(=O)N3CCN(C(C)=O)CC3)cn12
    -1	2	0	9	-6	0.3	0.7	0	-10
CCCS(=O)(=O)NC(=O)C1(C)CCCN(C(=O)c2ccc(C(F)(F)F)cc2)C1 (stereo not given)
    0	-10	-1	12	-6	0.2	-0.7	-5	-1
COc1cc(C(=O)NCCC(=O)NCCCN2CCCCC2)cc(OC)c1OC
    -3	-2	2	15	2	-0.1	-0.3	-6	14
Brc1ccccc1-c1cnco1
    -8	-2	1	8	2	-1.3	-1.4	-5	-4
O=C1CC2(CCCCC2)CC(=O)N1CCc1ccccc1
    2	18	-1	-13	-2	-0.2	1.1	0	21
O=C(CN1CCN(C(=O)c2c(F)cccc2F)CC1)Nc1ccccc1C(F)(F)F
    -6	0	1	4	0	-1.5	0.4	-5	-7
O=c1cc(N2CCCC2)c2ccccc2o1
    0	-2	1	5	3	-0.4	0.1	-5	-6
CC1(C)COC2(OC1)C(=O)Nc1ccccc12
    -3	3	2	-4	-2	-0.4	0.8	-4	2
c1ccc(C[C@H]2CNCCN2CCc2cccc3ccccc23)cc1
    -7	-3	-4	-1	7	-0.4	0.0	-17	1
O=C(Nc1cc(Sc2nc3ccccc3s2)cc([N+](=O)[O-])c1)c1ccccc1
    -3	-6	1	5	-4	-0.4	3.4	17	17
CCCCN1CC(=O)N2[C@H](c3ccc(Cl)cc3)[C@@H]3C(=O)N(CC)C(=O)[C@@H]3[C@]2(C)C1=O
    -2	-4	1	2	4	-0.5	1.9	-5	5
CC1=CN2C(=NC(=O)CC2(C)C(=O)N(CC(=O)NC2CCCC2)Cc2ccc(Cl)cc2)C=C1 (stereo not given)
    -2	11	0	-2	-15	-0.3	1.1	-2	11
COCCNC(=O)/C(C#N)=C/c1cc(C)n(-c2ccc(C)cc2)c1C
    -12	27*	-4	-4	-5	-1.6	2.0	-1	4
COC(=O)CNC(=O)Cc1c(F)cccc1Cl
    -3	-9	0	19	-1	0.0	-0.1	-5	12
CN(CCc1ccccn1)C1CCCN(S(=O)(=O)c2ccc(F)c(Cl)c2)C1 (stereo not given)
    -1	3	-1	-15	-1	-0.5	1.1	-2	-9
COc1ccccc1/C=C1\SC(=S)N(CCC(=O)Nc2ccc(C(=O)O)c(O)c2)C1=O
    -2	-43	-2	-12	-1	0.6	0.9	18	-5
CCOc1ccc(NC(=O)Nc2cc(C(C)C)c(O)cc2C)cc1
    -3	6	-1	-7	-4	-0.1	-1.1	0	-2
Cc1cccc(C(=O)N/N=C/c2ccc(OCC(=O)N3CCCCC3)cc2)c1
    -10	14	1	1	-3	-1.4	1.9	-4	-11
Cc1ccc(S(=O)(=O)NCc2ccc(C(=O)NCCCN3CCN(C)CC3)cc2)cc1
    -10	-4	-11	4	-8	-0.7	-1.3	-8	-7
COc1ccc(C(=O)NC2CCCCC2)cc1S(=O)(=O)N1CCOCC1
    -2	8	1	-11	14	-0.9	0.6	-4	5
C[C@@H]1CN([C@H](C)CO)S(=O)(=O)c2ccc(Br)cc2O[C@@H]1CN(C)Cc1ccc(-c2ccccc2)cc1
    -5	2	-4	-9	-3	-1.4	1.2	26	-10
Cc1cc(NS(=O)(=O)Cc2ccccc2)cc(C)c1OCC(=O)N1CCOCC1
    -1	4	3	3	5	-0.7	0.4	-5	4
CCCCC(Nc1ncnc2ccccc12)C(=O)O (stereo not given)
    -2	16	-1	5	3	0.1	-0.7	-5	-1
COc1ccc(Cl)cc1NC(=O)CN(C)CC(=O)Nc1ccccc1-c1ccccc1
    0	-14	1	0	-3	0.4	0.4	17	2

Sorted by count of non-hydrogen atoms (rising): some entries from above.
Every second line gives: bovine MsrA act	NRP1-CendR mod	MT1-MMP act inh	MLLE-PAM2 inh	eLon inh	Tb MetRS inh	MsrA inhibitor	FAS-TE inh	SKN-1 block
COC(=O)CNC(=O)Cc1c(F)cccc1Cl
    -3	-9	0	19	-1	0.0	-0.1	-5	12
CN(CCc1ccccn1)C1CCCN(S(=O)(=O)c2ccc(F)c(Cl)c2)C1 (stereo not given)
    -1	3	-1	-15	-1	-0.5	1.1	-2	-9
C[C@@H]1CN([C@H](C)CO)S(=O)(=O)c2ccc(Br)cc2O[C@@H]1CN(C)Cc1ccc(-c2ccccc2)cc1
    -5	2	-4	-9	-3	-1.4	1.2	26	-10

Source: PubChem BioAssay (several laboratories)
